POLB inh = blocks human DNA polymerase beta activity. Pol beta primer extension/strand displacement, fluorescence kinetic. Potency, µM (highest dose often 114 µM), inactives show at the top dose activity change, negative = inhibition, most hits filed as inhibitors. actives 1.3% (n = 340,000). AID 485314; note: % is set by controls: 0 for no effect and ±100 for the full control effect
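Pol beta (10 nM) and compounds were preincubated 15 min at room temperature, then 50 nM substrate (final) started primer extension/strand displacement. Reads were taken at 0 and 10 min; concentration-response data were fitted to a four-parameter Hill equation.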
BLM inh = Bloom syndrome helicase (human) inhibition | recombinant BLM DNA unwinding, fluorescence dequenching | actives 0.2% (n = 350,000) | Potency, µM (doses to about 56.1 µM), without a hit: top-dose activity change, negative = inhibition, usual class: inhibitors;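 note: plate controls were vehicle for no effect and no enzyme for full effect; nearly all actives have a fitted effect of over 35% in size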
Pol kappa inh = blocks human DNA polymerase kappa activity; Potency, µM (doses to about 107 µM), for the others: at the highest dose activity, negative = inhibition, usual class: inhibitors; AID 588579; Q9UBT6; purified Pol kappa, fluorescent DNA synthesis assay, 10 min; actives 0.53% (n = 400,000); note: % is set by controls: 0 for no effect and ±100 for the full control effect
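Fluorescent qHTS in 1536-well format: enzyme (10 nM) and compound sat 15 min at room temperature before 50 nM substrate (final) was added. Signal taken at 0 and 10 min; no-enzyme buffer wells were negative controls.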
Pol eta inh = DNA polymerase eta (human) inhibition; Potency, µM (titrated, usually from 114 µM), inactives show top-dose activity change, negative = inhibition, actives largely listed as inhibitors; actives 1.2% (n = 390,000); recombinant Pol eta, fluorescent DNA replication assay; AID 588591; Q9Y253; note: % is set by controls: 0 for no effect and ±100 for the full control effect
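Pol eta (10 nM) was preincubated with compounds for 15 min at room temperature, after which fluorescent replication substrate (50 nM final) was added to start the reaction. Fluorescence was read kinetically at 0 and 10 min.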
JMJD2A Tudor = blocks the human JMJD2A Tudor domain; AlphaScreen JMJD2A-Tudor / H3K4me3 peptide binding; actives 4.4% (n = 390,000); O75164; AID 504339; Potency, µM (doses to about 114 µM), for the others: at the highest dose activity change, negative = inhibition, most hits filed as inhibitors; note: % is set by controls: 0 for no effect and ±100 for the full control effect; nearly all actives have a fitted effect of over 50% in size
Target sequence (O75164 whole entry, looked up, the tested form may be a part): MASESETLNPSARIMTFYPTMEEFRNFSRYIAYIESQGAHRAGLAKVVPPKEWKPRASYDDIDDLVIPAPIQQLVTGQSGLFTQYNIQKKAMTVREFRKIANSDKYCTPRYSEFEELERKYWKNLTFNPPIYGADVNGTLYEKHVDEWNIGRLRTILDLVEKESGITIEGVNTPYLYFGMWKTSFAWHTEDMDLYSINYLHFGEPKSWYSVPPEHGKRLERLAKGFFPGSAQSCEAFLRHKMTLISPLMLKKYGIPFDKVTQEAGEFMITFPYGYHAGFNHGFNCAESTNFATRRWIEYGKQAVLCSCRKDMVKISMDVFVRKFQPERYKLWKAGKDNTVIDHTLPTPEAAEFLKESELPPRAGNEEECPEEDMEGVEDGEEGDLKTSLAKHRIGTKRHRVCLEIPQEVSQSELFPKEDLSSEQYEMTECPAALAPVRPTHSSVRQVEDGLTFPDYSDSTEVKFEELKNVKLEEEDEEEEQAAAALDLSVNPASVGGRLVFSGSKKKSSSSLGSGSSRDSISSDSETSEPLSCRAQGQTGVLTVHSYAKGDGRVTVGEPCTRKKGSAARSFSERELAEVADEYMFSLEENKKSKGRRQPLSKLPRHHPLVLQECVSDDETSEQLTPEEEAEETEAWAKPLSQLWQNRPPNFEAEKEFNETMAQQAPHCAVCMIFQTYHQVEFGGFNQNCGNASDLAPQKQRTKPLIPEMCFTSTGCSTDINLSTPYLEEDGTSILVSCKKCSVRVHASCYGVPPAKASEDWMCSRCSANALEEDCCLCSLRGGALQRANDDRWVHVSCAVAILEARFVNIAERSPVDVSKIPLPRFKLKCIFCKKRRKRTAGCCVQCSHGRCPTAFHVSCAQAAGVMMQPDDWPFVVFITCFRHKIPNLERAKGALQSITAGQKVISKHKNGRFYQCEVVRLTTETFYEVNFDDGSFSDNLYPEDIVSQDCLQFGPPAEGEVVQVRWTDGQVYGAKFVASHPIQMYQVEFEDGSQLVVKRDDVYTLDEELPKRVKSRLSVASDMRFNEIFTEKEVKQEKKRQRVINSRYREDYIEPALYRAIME
APEX1 inh = APE1 (human) endonuclease inhibition; recombinant APE1, TAMRA/BHQ-2 abasic DNA cleavage fluorescence; Potency, µM (doses to about 65.8 µM), for inactives: at the highest dose activity change, negative = inhibition, most hits filed as inhibitors; AID 2517; P27695; actives 0.35% (n = 350,000);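 note: plate controls were vehicle for no effect and reference inhibitor for full effect; nearly all actives have a fitted effect of over 55% in size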
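Enzyme (0.75 nM final) and test compound are incubated 15 min at room temperature before adding 50 nM quenched THF abasic-site duplex. Cleavage dequenches TAMRA, followed at 525/598 nm over three reads one minute apart.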
Pol iota inh = inhibitors of human DNA polymerase iota | AID 588590 | actives 1% (n = 390,000) | Pol iota fluorescent replication assay, 10 min | Potency, µM (doses to about 115 µM), for inactives: top-dose activity, negative = inhibition, actives largely listed as inhibitors
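Fluorescent replication assay read twice, at 0 min and 10 min after adding 50 nM (final) substrate. Enzyme (10 nM) and compounds were first incubated 15 min at room temperature; enzyme-free buffer wells were negative controls.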
BAZ2B inh = blocks human BAZ2B. Q9UIF8. actives 4.4% (n = 360,000). AID 504333. Potency, µM (titrated, usually from 114 µM), inactives show top-dose activity change, negative = inhibition, most hits filed as inhibitors. AlphaScreen BAZ2B-H3K14Ac peptide displacement; note: % is set by controls: 0 for no effect and ±100 for the full control effect; nearly all actives have a fitted effect of over 60% in size
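BAZ2B 50 nM plus b-H3(5-23)K14Ac 50 nM, PBS pH 7.4/0.01% Tween-20, 30 min RT; compound added (max 110 uM), 30 min RT; streptavidin donor/Ni-chelate acceptor beads 10 ug/mL final, 20 min dark; AlphaScreen read.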
G9a inh = inhibitors of human histone lysine methyltransferase G9a; G9a H3K9 monomethylation, AlphaScreen, 2 h; Potency, µM (titrated, usually from 102 µM), for inactives: at the top dose activity, negative = inhibition, usual class: inhibitors; actives 8.8% (n = 350,000); AID 504332; note: % is set by controls: 0 for no effect and ±100 for the full control effect; nearly all actives have a fitted effect of over 75% in size
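G9a (20 nM) preincubated 15 min RT with compounds, then 500 nM biotinylated H3K9 peptide and 20 uM SAM added; 2 h RT reaction. Monomethyl-H3K9 product detected by AlphaScreen with anti-H3K9me1 antibody, streptavidin donor and anti-rabbit IgG acceptor beads.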
Starred values were filed as active, the others as inactive; ? = inconclusive; / = not tested or not shown; & = joins results of further samples; [ ] = dose if it differs, or a comment. Calls come from the whole dose curve; as a rule, active = well fitted curve in the direction sought with a large enough effect; inconclusive = small, poorly fitted or top-dose-only effect, or another doubt; inactive = no such curve, though single readings can be large; an effect the other way counts as inactive or inconclusive. Potency is the fitted concentration of half-maximal effect. The list is partial. The share of hits here may be higher or lower than overall.

Pol iota inh,APEX1 inh,Pol kappa inh,POLB inh,BLM inh,JMJD2A Tudor,BAZ2B inh,Pol eta inh,structure,G9a inh
74%[activator],8%,-3%,19%,-1%,-8%,0%,-11%,COC(=O)CSc1nccc(-c2cccs2)n1,5%
12%,10%,-4%,-2%,-4%,12%,7%,-14%,CCC(C)c1ccccc1N=Cc1ccc2c(c1)OCO2 (stereo not given),28%
30%[activator],0%,-10%,8%,-1%,-13%,-2%,-6%,CC(C)(C)c1ccc(-n2ncc3c2CCCC3NC(=O)CCn2cncn2)cc1 (stereo not given),/
-13%,?,-11%,17%,-3%,-9%,?,-16%,O=C(Nc1ccc(S(=O)(=O)Nc2nccs2)cc1)c1cnc(Cl)c(Cl)c1,?
-3%,0%,-1%,9%,-3%,-3%,-22%,12%,COc1ccc(N2C(=O)CC(NNC(=O)c3cccnc3)C2=O)cc1 (stereo not given),?
21%,0%,-7%,9%,2%,0%,-1%,-4%,CC(C)Oc1ccc(CNC2CCOC(C)(C)C2)cc1 (stereo not given),-21%[12.7 µM]
55%[activator],56%[activator],1%,-18%,-3%,-11%,0%,-3%,COC(=O)C(Cc1ccccc1)NC(=O)CNC(=O)c1ccccc1OC (stereo not given),-6%
1%,2%,-2%,45%,-3%,-9%,-4%,7%,O=C(O)CSC1c2ccccc2C(=O)N1Cc1ccccc1 (stereo not given),-61%[59 µM]
36%[activator],4%,2%,0%,-1%,-1%,-9%,-10%,O=c1c([N+](=O)[O-])c(N2CCOCC2)c2ccccc2n1-c1ccccc1,27%[12.7 µM]
2%,-3%,-25%,21%,-2%,-13%,-1%,-10%,CC12CCC(C(=O)NCC3CCCO3)(OC1=O)C2(C)C (stereo not given),3%[12.7 µM]
22%,6%,-11%,/,/,-15%,4%,-14%,CC(=O)Nc1cccc(C(=O)Nc2ccc(S(=O)(=O)NC3=NCCCCC3)cc2)c1,19%[0.501 µM]
27%,1%,-9%,5%,-5%,-10%,-7%,-6%,COc1ccc(NC(=O)c2cc3c(Cl)nc4ccccc4c3s2)cc1OC,11%[59 µM]
3%,2%,2%[60.1 µM],1%,18%,-25%&-16%,0%,6%,O=C(Nc1ccc(-c2nc3ccccc3[nH]2)cc1)c1ccco1,?
3%,-1%,-11%,-20%,0%,79µM*,?,-4%,Cc1csc(NC(=O)c2nc3nc(C)cc(C)n3n2)n1,?
33%[activator],5%,-3%,1%,-3%,-11%,-2%,-9%,CCOc1ccc2ccccc2c1/C=N/n1cncn1,-7%[12.7 µM]
77%[activator],/,-7%,/,/,0%,/,-23%,CC(C)CNC(=O)c1ccccc1C(=O)NC1(C(=O)NCC(C)C)CCCC1,/
11%,2%,-21%,15%,5%,-12%,5%,-13%,COc1cc(NS(=O)(=O)c2ccc(NC(=S)NC(=O)/C=C/c3ccc(F)cc3)cc2)ncn1,/
23%,13%,-1%,-1%,3%,-8%,-13%,-17%,O=C(COc1ccc(Cl)cc1)NCCN1CCCC1,?
2%,-6%,-23%,59%,-2%,-5%,-1%,6%,O=C(CSc1nnnn1-c1cccnc1)NCc1cccs1,-50%
34%[activator],16%,-2%,-3%,-7%,-1%,-1%,-15%,COc1ccc(CC2CC(=O)N(c3ccc(C)cc3)C2=O)cc1 (stereo not given),19%
-10%,5%,-12%,-2%,-8%,-3%,6%,?,COc1ccc(CCNC(=O)c2cc(COc3c(F)cccc3F)on2)c(OC)c1,87%[activator]
3%,13%,-1%,4%,-1%,-4%,-5%,-23%,O=C(NCCC1=CCCCC1)C1CCC(=O)N(Cc2ccc(Cl)cc2)C1 (stereo not given),/
4%,-15%,-1%,-3%,-6%,-8%,6%,-17%,CC(C)c1ccc(NC(=O)CN2C(=O)c3ccccc3S2(=O)=O)cc1,10%
-11%,2%,17%,-2%,2%,0%,-22%,-9%,Cc1c(NC(=S)Nc2ccc(Cl)cc2)c(=O)n(-c2ccccc2)n1C,8%
7%,-4%,2%,-1%,-2%,0%,5%,-8%,C=CCSc1nc2ccccc2n1C(=O)/C=C/c1ccc(OC)c(OC)c1,/
13%,38%,5%,2%,3%,6%,-12%,2%,O=C(c1cccc(-c2ccccc2)c1)N1CC[C@@H](N2CCC(O)CC2)[C@H](O)C1,33%[activator]
9%,-3%,-6%,19%,-7%,5%,14%,-20%,Cc1nc(-c2ccc(S(=O)(=O)N3CCCCCC3)cc2)cs1,-4%
-6%,8%&-1%&7%&7%,1%[60.1 µM],-3%[57.1 µM],-2%,-1%,7%,-14%,Nc1ncnc2c1ncn2C1CCCO1 (stereo not given),3%[59 µM]
1%,/,-11%[60.1 µM],0%,-4%,-2%,2%,-11%,COC(=O)c1ccc(-n2c(/C=C/c3cc(OC)c(OC)c(OC)c3)nc3cc(Cl)ccc3c2=O)cc1,8%[59 µM]
13%,-1%,-6%,-13%,1%,2.8µM*,79µM*,-13%,c1ccc(OCCCN2CCCC2)cc1,3.2µM*
30%[activator],-2%,-3%,9%,10%,?,?,-17%,Cc1ccc(/C([O-])=C(/C(=S)Nc2ccc(SC(F)F)cc2)[n+]2ccccc2)cc1[N+](=O)[O-],22µM*
-10%,53%[activator],-15%,3%,0%,-20%,-26%,-12%,CN1CCN(c2ccc(S(=O)(=O)N3CCOCC3)cc2NC(=O)COc2ccc(F)cc2Cl)CC1,?
44%[activator],57%[activator],-32%,-17%,2%,?,?,-3%,CCn1nc(NS(=O)(=O)c2ccc([N+](=O)[O-])cc2)c2cc3cc(C)ccc3nc21,-11%
22%,/,-11%,18%,-6%,-10%,-15%,-13%,CCOC(=O)c1cccc(NC(=O)CCc2c(C)nc3cc(-c4ccc(Cl)cc4)nn3c2C)c1,-19%[59 µM]
13%,6%,-2%,7%,1%,-14%,8%,9%,CC(=O)NCCOC(=O)Nc1sc(=S)n(C)c1C,?
85%[activator],15%,-4%,23%,-16%,-11%,-10%,-13%,C/C(=N\NS(=O)(=O)c1ccc([N+](=O)[O-])cc1)c1ccc(NC(=O)c2ccco2)cc1,35µM*
?,?,-29%,11µM*,-15%,-24%,-37%,-27%,COc1ccc(N=Cc2oc3ccc4ccccc4c3c2O)cc1,-50%
-7%,/,-2%[60.1 µM],-20%,0%,4%,-23%,12%,CCc1ccc(NC(=O)CSc2nnc3[nH]c(=O)cc(-c4ccccc4)n23)cc1,?
-13%,-6%,-6%[60.1 µM],0%,-23%,?,13%,-10%,O=C(N/N=C/c1sc(N2CCCCC2)nc1-c1cccs1)C1CC1,25µM*
16%,1%,-4%,3%,1%,-14%[57.1 µM],1%,?,COc1ccc(-c2c(C)n([O-])c3c([n+]2=O)CCCCC3)cc1,-3%[59 µM]
33%[activator],29%,5%,34%,-11%,205%[activator],263%[activator],-14%,CCOC(=O)c1ccc(OCCOc2cccc(C)c2)cc1,369%[activator]
24%,-4%,-16%,/,/,-7%,10%,3%,CC(=O)Nc1cccc(NC(=O)CSc2nc(=O)n(CCCN3CCOCC3)c3c2CCC3)c1,-23%
17%,-1%,-8%,-1%,-15%,-23%,-27%,-15%,Cc1ccc(NC2=C(Cl)C(=O)OC2OC(=O)c2ccccc2C)cc1 (stereo not given),-7%[59 µM]
19%,2%,3%,-17%,2%,2%,-22%,-11%,CCCCCCCN1C2=NCCCN2c2ccccc21,?
-26%,/,4%,/,/,79µM*,/,2%,CC(C)C[C@@H](CN)NC(=O)c1nc[nH]c1C(=O)N[C@@H](C)C(=O)CNC[C@H](C)NC(=O)c1nc[nH]c1C(=O)N[C@@H](Cc1ccccc1)C(=O)O,/
5%,-2%,1%,6%,-4%,-13%,-18%,-1%,O=Cc1cnc(N2CCN(c3ccccc3)CC2)s1,-30%
0%,-4%,-11%,-10%,-1%,-2%,-3%,6%,O=C(CN1C(=O)C2CC=CCC2C1=O)OCCN1C(=O)c2ccccc2C1=O (stereo not given),-3%
-18%,-3%,-10%,-2%,-4%,?,-32%,6%,Cc1ccc(S(=O)(=O)Oc2ccccc2/C=N/Nc2ccc(C(=O)O)cc2)cc1,-30%[59 µM]
2%,-2%,-13%,49%,2%,?,79µM*,-4%,CCOC(=O)c1cnc(Nc2nc3ccccc3o2)nc1CN1CCN(C)CC1,56%[activator][0.501 µM]
23%,-1%,-20%,?,-2%,-13%,-20%,-2%,CCC/C=N/NC(=O)c1ccc(F)cc1,?
?,?,?,50µM*,-20%,-32%,35µM*,?,COc1cc(/C=C2\SC(=S)N(C(Cc3ccccc3)C(=O)O)C2=O)ccc1O (stereo not given),/
38%[activator],-2%,-21%,/,/,-35%,-11%,-12%,COc1cc(OC)cc(C(=O)NC(C(=O)Nc2ccc3c(c2)OCO3)C(C)C)c1 (stereo not given),?
-1%,0%,-1%,-7%,0%,-2%,-2%,-17%,COc1ccccc1NC(=S)NCc1cccs1,6%
2%,/,-1%,/,/,-7%,/,-22%,O=c1nc2onnc2c(C=NO)[nH]1,/
10%,?,2%,43%,0%,4%,-3%,-3%,COCCN1C(=O)N(c2ccc(OC)cc2)C(=O)C1CC(=O)Nc1cccc(F)c1 (stereo not given),-5%[59 µM]
225%[activator],-2%,-6%,-8%,-9%,-10%,24%,-10%,C/C(=N\NC(=O)c1c(Br)c(C)nn1C)c1cccc(NC(=O)c2ccccc2F)c1,6%[59 µM]

Single records (already shown):
Entry for O=C(CN1C(=O)C2CC=CCC2C1=O)OCCN1C(=O)c2ccccc2C1=O (stereo not given) → Pol iota inh = 0%; APEX1 inh = -4%; Pol kappa inh = -11%; POLB inh = -10%; BLM inh = -1%; JMJD2A Tudor = -2%; BAZ2B inh = -3%; Pol eta inh = 6%; G9a inh = -3%
Entry for O=Cc1cnc(N2CCN(c3ccccc3)CC2)s1 → Pol iota inh = 5%; APEX1 inh = -2%; Pol kappa inh = 1%; POLB inh = 6%; BLM inh = -4%; JMJD2A Tudor = -13%; BAZ2B inh = -18%; Pol eta inh = -1%; G9a inh = -30%

Compound activity deposited in PubChem by National Center for Advancing Translational Sciences (NCATS).
